HEK293 NOD2/NF-kB = inhibition of NOD2-driven NF-kB reporter – cell-based, luminescence, uHTS, HEK293 (AID 1566); inhibition, % at 4 µM, or EC50 in µM where a hit was titrated; HEK293 NOD2/NF-kB luciferase reporter, luminescence; higher % means a stronger effect; 290,000 compounds, 0.63% hits; note: many of its hits are not listed in these tables
KOR beta-arrestin-1 = KOR antagonists, beta-arrestin recruitment, cell-based, luminescence, uHTS (AID 1778). KOR beta-arrestin recruitment, luminescence, antagonist mode; higher % means a stronger effect. one-dose inhibition, % at 10 µM; IC50 in µM for titrated hits. 290,000 compounds, 0.091% hits; note: strong numbers were not always called active
Myeloid diff MLP = myeloid differentiation induction; ER-HoxA9 myeloid progenitors, lysozyme-GFP differentiation, flow cytometry; calls only at 10 µM; 360,000 compounds, 1% hits;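 active = normalized GFP-positive differentiation at or above the plate's own cutoff, the solvent-only control mean plus 3 SD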;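 note: cells exposed to compound for four days before flow analysis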
LYP phosphatase = inhibitors of LYP phosphatase, biochemical, fluorescence intensity, uHTS (AID 1779). recombinant LYP phosphatase, fluorescence intensity; higher % means a stronger effect. 290,000 compounds, 0.054% hits. one-dose inhibition, % at 11.5 µM; IC50 in µM for titrated hits;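 note: plate controls were vehicle with enzyme for no effect and no enzyme for full effect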
HIV peptide binding = inhibitors of HIV fusion peptide binding, primary screen, biochemical, uHTS, fluorescence dequenching (AID 1986). 290,000 compounds, 0.3% hits. cell-free peptide binding, fluorescence dequenching, 30 min; higher % means a stronger effect. one-dose inhibition, % at 20 µM; IC50 in µM for titrated hits; in the data active = inhibition mostly above about 52%, no sharp cut-off; inactive = mostly below about 76%; note: some results filed as inactive read as strong as hits
NOD1 inhibition = inhibition of NOD1-driven NF-kB reporter – cell-based, luminescence, uHTS, primary screen (AID 1578); 290,000 compounds, 1% hits; inhibition, % at 4 µM, or EC50 in µM where a hit was titrated; NOD1-driven NF-kB luciferase reporter cells, luminescence; higher % means a stronger effect; in the data active = inhibition mostly above about 36%, no sharp cut-off; inactive = mostly below about 34%;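 note: HEK-293T reporter cells stimulated with the NOD1 agonist gamma-tri-DAP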
Siah-1 displacement = blockers of Siah-1 interaction with plectin peptide – biochemical, fluorescence polarization, rhodamine-plectin, uHTS, primary screen (AID 1817). Siah-1 / rhodamine-plectin peptide fluorescence polarization; higher % means a stronger effect. displacement, % at 20 µM, or IC50 in µM where a hit was titrated. 290,000 compounds, 0.02% hits;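 active = displacement of at least 50% at 20 µM, with a fluorescence ratio check between 0.3 and a set limit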;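 note: plate controls were Siah plus tracer with DMSO for no effect and tracer alone without Siah for full effect; strong numbers were not always called active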
KOR beta-arrestin-2 = kappa opioid receptor activators – cell-based, luminescence, uHTS, primary screen (AID 1777) | KOR beta-arrestin recruitment, luminescence; higher % means a stronger effect | activation, % at 10 µM; hits with a dose series show EC50 in µM | 280,000 compounds, 0.02% hits; in the data active = activation above about 50%, passing the limit was not always enough; note: a part of the inactive calls stands beside numbers as strong as those of hits
PhoP inhibition = inhibitors of PhoP regulon expression, primary screen, Salmonella Typhimurium, GFP reporter (AID 1863). S. Typhimurium PhoP-regulated promoter GFP reporter, 4 h; higher % means a stronger effect. 300,000 compounds, 0.16% hits. inhibition, % at 50 µM; hits with a dose series show IC50 in µM;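 active = inhibition over 29.93%, a cutoff 3 SD above the screen mean, later confirmed by dose response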;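 note: 0% = low Mg2+ inducing control and 100% = high Mg2+ repressing control; strong numbers were not always called active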
Myeloid diff MLP GFP+ MAC1+ % = recorded beside Myeloid diff MLP, whose call it bears; GFP+ MAC1+ double positive, %; measured here: differentiation confirmed by MAC1 staining
The depositor's hits bear a star; i = inactive; x = no result given; [ ] = dose if it differs, or a comment. Cut-off read from the data, not from the text of the source, unless noted: active = inhibition above about 50%; inactive = the rest. An excerpt (hit frequency here may not be typical).

Compound	Siah-1 displacement	HIV peptide binding	KOR beta-arrestin-2	Myeloid diff MLP GFP+ MAC1+ %	PhoP inhibition	HEK293 NOD2/NF-kB	Myeloid diff MLP	LYP phosphatase	KOR beta-arrestin-1	NOD1 inhibition
Cc1ccc(-c2nn(Cc3ccccc3)cc2/C=C/C(=O)O)cc1	-2%	1.0%	0.8%	0.5	5%	11%	i	-2%	-18%	10%
COc1ccc(C)cc1NC(=O)CCS(=O)(=O)c1ccc2c(c1)CCN2C(C)=O	0%	-1.3%	-2.8%	0.2	4%	4%	i	-8%	-24%	-12%
CCn1c(SCC(=O)N2CCOCC2)nc2sc3c(c2c1=O)CCCC3	-3%	-1.3%	20%	0.3	1%	14%	i	4%	-8%	-13%
C/C(Cc1ccccc1)=N\NC(=O)CNC(=O)c1ccccc1F	-2%	0.1%	2.1%	0.6	-6%	-19%	i	-8%	-21%	-24%
O=C(CN1CCN(S(=O)(=O)c2ccc(Br)cc2)CC1)Nc1ccccc1F	-4%	0.3%	1.7%	0.6	1%	-40%	i	-2%	-6%	-30%
COc1ccc(C(=O)NCc2ccc(C)cc2)cc1S(=O)(=O)N1CCCc2ccccc21	2%	-1.7%	-1.5%	0.9	17%	7%	i	-3%	26%	-18%
O=S(=O)(c1ccc(F)c(F)c1)N1CCC2(CC1)OCCO2	2%	0.3%	0.7%	1.9	0%	4%	i	-7%	7%	-3%
COc1ccc(CNC(=O)NC(C)(C)c2cccc(C(C)(C)NC(=O)NCc3ccc(OC)cc3)c2)cc1	3%	1.3%	0.2%	2.2	29%	4%	i	-4%	-26%	4%
COc1ccc(Nc2nc(OC)nc(N3CCOCC3)n2)cc1	-3%	0.5%	-1.2%	0.5	2%	10%	i	-7%	4%	-26%
O=c1cc(-c2cccc(Br)c2)oc2cccc(O)c12	4%	-0.1%	-3.6%	1.2	-7%	2%	i	-3%	19%	3%
COCCN=C1Sc2nc3cc(C)c(C)cc3cc2CN1Cc1cccs1	5%	2.3%	-3.8%	0.2	-5%	-20%	i	6%	13%	-9%
O=C(CSc1nnc(COc2ccccc2F)n1-c1ccccc1)NCc1ccco1	-2%	-1.1%	3.9%	0.9	-1%	14%	i	-6%	-13%	28%
COc1cccc(CN2CCN(Cc3nc4c(s3)CCCC4)CC2CCO)c1 (stereo not drawn)	-4%	-1.3%	x	0.0	3%	15%	i	-7%	-6%[20 µM]	-33%
Cc1ccc(CC(=O)N2CCN(c3cccc(C(F)(F)F)c3)CC2)cc1	4%	-2.5%	1.1%	0.5	9%	24%	i	4%	0%	-7%
CCCC(=O)Nc1ccc2c(c1)nc(CN1CCCCC1)n2C	-1%	1.2%	1.5%	1.3	-2%	2%	i	-9%	0%	-18%
COc1ccc(OC)c(NC(=O)CCN2CCN(c3ccccc3F)CC2)c1	0%	-0.6%	11%	0.7	13%	9%	i	-3%	-40%	10%
C=CCN1C(=O)C(CC(=O)Nc2ccccc2)N(Cc2ccccn2)C1=S (stereo not drawn)	6%	5.6%	-0.6%	0.5	1%	20%	i	-3%	1%	1%
COc1ccccc1CNC(=O)c1ccc(-c2ccccc2Cl)o1	0%	1.2%	2.9%	1.1	0%	6%	i	-4%	-63%	20%
C=CCOc1ccc(CNn2cn[nH]c2=S)cc1OCC	4%	-2.6%	-3.1%	7.0	5%	-2%	i	-10%	-16%	-7%
CC(=O)Oc1c(/C=C(\C#N)C(N)=O)[nH]c2ccccc12	1%	8.5%	-2.4%	0.4	3%	-8%	i	-4%	12%	9%
CC(C)(C)NC(=O)C(=O)NNC(=O)COc1ccc(Br)cc1	0%	13%	-1.8%	0.6	-4%	4%	i	-8%	14%	-8%
Cc1ccc(C(=O)NN2C(=O)c3ccc(S(=O)(=O)c4ccc(C(=O)O)cc4)cc3C2=O)cc1	-2%	5.8%	-3.0%	0.0	4%	13%	i	-5%	11%	-18%
COC(=O)c1ccc(NC(=O)NCCCl)cc1	-2%	-1.3%	-2.4%	0.7	-9%	2%	i	-6%	6%	-34%
COC(=O)c1ccccc1NC(=O)c1cc(-c2ccc(O)cc2)on1	0%	1.7%	3.1%	2.5	-8%	27%	i	-7%	-7%	16%
Cc1ccc(NC(=O)c2ccco2)c([N+](=O)[O-])c1	-10%	-0.7%	2.3%	0.7	0%	-67%	i	-8%	-38%	-32%

Taken from above for reference:
Compound	Siah-1 displacement	HIV peptide binding	KOR beta-arrestin-2	Myeloid diff MLP GFP+ MAC1+ %	PhoP inhibition	HEK293 NOD2/NF-kB	Myeloid diff MLP	LYP phosphatase	KOR beta-arrestin-1	NOD1 inhibition
Cc1ccc(-c2nn(Cc3ccccc3)cc2/C=C/C(=O)O)cc1	-2%	1.0%	0.8%	0.5	5%	11%	i	-2%	-18%	10%
COc1ccc(C)cc1NC(=O)CCS(=O)(=O)c1ccc2c(c1)CCN2C(C)=O	0%	-1.3%	-2.8%	0.2	4%	4%	i	-8%	-24%	-12%

Following part.
Compound	Siah-1 displacement	HIV peptide binding	KOR beta-arrestin-2	Myeloid diff MLP GFP+ MAC1+ %	PhoP inhibition	HEK293 NOD2/NF-kB	Myeloid diff MLP	LYP phosphatase	KOR beta-arrestin-1	NOD1 inhibition
CC(=O)C1C(c2ccc(O)cc2)NC(=O)NC1(O)C(F)(F)F (stereo not drawn)	-2%	-1.0%	4.0%	1.8	2%	12%	i	-4%	23%	2%
COc1ccc(C(=O)NCCc2nnc(SCC(=O)Nc3ccc(Br)cc3)n2C)cc1	2%	-4.2%	-1.6%	3.3	1%	-23%	i	-9%	1%	-22%
O=C(NNC(=O)c1ccncc1)NC1CCCCC1	0%	-0.6%	5.1%	0.1	-3%	12%	i	-11%	-22%[20 µM]	-14%
CC(C)Oc1cccc(C(=O)C2CCCN(Cc3ccc(Oc4ncccn4)cc3)C2)c1 (stereo not drawn)	-5%	-0.7%	4.1%	0.2	0%	1%	i	-4%	-17%	51%
CCOc1ccc(-c2cnc(N)n2C)cc1	-1%	2.1%	5.2%	0.5	3%	-26%	i	4%	-19%	-10%
O=C(O)c1cn(Cc2ccccc2Cl)c2ccc(S(=O)(=O)N3CCOCC3)cc2c1=O	16%	0.3%	-3.5%	0.1	6%	6%	i	5%	-18%	-31%
CCN(c1ccccc1)S(=O)(=O)c1csc(C(N)=O)c1	7%	0.5%	-4.7%	0.3	-1%	12%	i	-10%	-9%	-1%
CCOC(=O)c1ccc(NC(=O)c2ccc(CO)c(C(=O)NC3CCN(C(=O)OCC)CC3)c2)cc1	-1%	-0.6%	1.5%	1.6	-7%	27%	i	-4%	-8%	6%
O=C(NCc1ccc(OC(F)(F)F)cc1)C1CC(c2cccc(F)c2)=NO1 (stereo not drawn)	3%	0.2%	4.7%	1.7	7%	-27%	i	-5%	-26%	-7%
Cc1ccc(C)c(-c2ccc(=O)n(Cc3cccc(Br)c3)n2)c1	-7%	-0.2%	-6.7%	0.2	8%	30%	i	-6%	-4%	3%
COc1ccc(CNS(=O)(=O)c2ccc(-n3cnnn3)c(OC)c2)cc1	-2%	0.0%	0.3%	0.4	-1%	11%	i	-12%	-21%	5%
NC(=O)C1CCN(C(=O)C2c3ccccc3C(=O)N3CCc4ccccc4C23)CC1 (stereo not drawn)	-3%	-0.2%	-5.2%	6.4	0%	1%	i	-5%	13%	-3%
Cc1ccc(C(=O)c2cc3ccccc3o2)cc1[N+](=O)[O-]	-2%	-0.4%	-1.9%	0.1	-7%	-5%	i	-1%	-3%	-14%
CCOC(=O)C1(c2csc(N)n2)COC(=O)C1 (stereo not drawn)	5%	0.7%	-3.7%	1.6	9%	-7%	i	-1%	23%	-19%
CCCc1nc2ccc(NC(=O)c3cccs3)cc2c(=O)n1Cc1ccc(Cl)cc1	1%	-1.7%	17%	0.5	-8%	12%	i	0%	6%	21%
O=C(c1ccc(F)cc1)N1CCN(c2cc(N3CCCCC3)c(F)cc2[N+](=O)[O-])CC1	3%	-3.2%	-1.6%	5.9	-1%	-28%	i	11%	1%	-19%
O=C(Cc1ccccc1)Nc1nnc(-c2cccc([N+](=O)[O-])c2)s1	-6%	-1.0%	-4.6%	0.7	-4%	19%	i	-3%	-2%	-12%
CCc1nc(Nc2cccc(O)c2)c2oc3ccccc3c2n1	-3%	1.1%	-3.1%	0.7	2%	17%	i	1%	0%	-5%
O=C(NC(=S)Nc1ccccc1N1CCN(C(=O)c2ccccc2)CC1)c1ccccc1F	4%	-0.3%	-0.3%	0.7	-3%	20%	i	3%	17%	-19%
Cn1c(=O)c(=O)n(C)c2cc(S(=O)(=O)N3CCOCC3)ccc21	-3%	-4.3%	1.0%	0.9	-1%	12%	i	-8%	18%	35%
Cn1c(O)c(C2=c3ccccc3=NC2=O)sc1=Nc1ccc(Cl)cc1	25%	-2.1%	4.9%	2.0	-3%	8%	i	1%	9%	-22%
Cc1cc(Cl)ccc1OCCCC(=O)NCCc1nnc2ccccn12	-8%	-1.8%	-6.5%	1.3	0%	7%	i	-8%	-35%	12%
Cc1nc2ccc(NS(=O)(=O)c3ccc(F)cc3)cc2s1	-3%	0.6%	0.1%	0.6	-4%	12%	i	1%	10%	8%
COCCNS(=O)(=O)c1ccc2c(c1)C(=O)c1cc(S(=O)(=O)NCCOC)ccc1-2	-2%	-0.5%	-4.3%	1.4	2%	6%	i	-8%	-13%	-1%
COc1ccc(/C=N\NC(=O)c2nn(C)cc2Cl)cc1CN1CCOCC1	0%	-1.3%	1.0%	0.5	2%	0%	i	-4%	1%	-10%
COc1cc(=O)[nH]c(SCC(=O)Nc2ccc3ccccc3c2)n1	7%	-0.2%	-2.2%	0.5	-3%	3%	i	-9%	-13%	-28%
CC(NC(=O)Nc1cccc([N+](=O)[O-])c1)c1ccc2c(c1)OCO2 (stereo not drawn)	-3%	-1.0%	3.0%	0.8	-5%	17%	i	-6%	12%	21%
COc1ccc(NC(=O)c2ccc(-n3nc(C)c[n+]3[O-])cc2)cc1	2%	-1.6%	-1.8%	1.6	-5%	1%	i	-2%	29%	-29%
COc1ccc(/C=C2\C(=O)ON=C2c2ccccc2)cc1	9%	2.1%	1.8%	0.2	x	4%	i	-7%	-51%	0%
Cc1cc(C)nc(Sc2c(C)n[nH]c2C)n1	0%	-1.4%	0.8%	7.0	-6%	-4%	i	-2%	-26%	0%
CN1CCN(c2ccc(NC(=O)CSc3nnnn3-c3ccccc3Cl)cc2)CC1	-3%	-1.4%	-1.4%	0.3	2%	-26%	i	-10%	-17%	3%
